DENV2 CPE rescue: protects cells from dengue virus 2 cytopathic effect. DENV2-infected cells, cytopathic effect rescue, plate reader. CPE inhibition, % at 9.99 µM. 1.7% of 350,000 active. AID 651640; in the data active means CPE inhibition above about 20%, passing the limit was not always enough; inconclusive means no clear call, values can overlap the other calls; tested in BHK-21 cells;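 further: 0% = median of neutral control wells and 100% = median of positive control wells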
PAX8 inh HTS: lowers PAX8-driven luciferase in RMG-I cells; RMG-I TPO-luciferase reporter, SteadyGlo, 24 h; inhibition, % at 12.6 µM; 1.2% of 360,000 active;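 active means mean replicate inhibition at least 60% with every replicate also reaching 60%; inconclusive means only one of the two criteria is met; inactive means mean below 60% and not all replicates reaching 60%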;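 further: luciferase light reporting Pax8 driven TPO promoter activity; plate controls were median of neutral control wells for no effect and mitoxantrone controls for full effect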
GSIS activator: primary screen for activators of insulin secretion dependent on glucose, INS-1E cells, GLuc reporter luminescence | INS-1E GLuc reporter insulin secretion, 2-3 h | activation, % at 16.6 µM | 0.61% of 370,000 active | AID 743287;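 active means lowest replicate activation of at least 40%, so every replicate reaches that level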;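 further: 0% = median of neutral control wells and 100% = median of IBMX positive control wells; some compounds called inactive have numbers as strong as hits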
EWS-Fli block: inhibitors of EWS/Fli oncoprotein transcriptional activity; 0.67% of 350,000 active; inhibition, % at 12.6 µM; A673 NR0B1-luciferase reporter, viability-normalised;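 active means mean inhibition of at least 50% after viability correction, with every replicate also passing that limit; inconclusive means mean reaches 50% but only one of two replicates passes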;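 further: firefly luciferase signal divided by Alamar Blue viability fluorescence both relative to DMSO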
miR122 inh: blocks miR-122 activity in Huh7 sensor cells; AID 602342; 0.3% of 340,000 active; Huh7 miR-122 Renilla luciferase sensor, 48 h; neutral wells = 0, positive control = 100; activation (reporter increase), % at 12.5 µM;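 active means mean replicate activation score at least 90 and every replicate individually at or above 90; inconclusive means only one of the two criteria met; inactive means neither criterion met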;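 further: higher luciferase means less miR-122 activity so hits act as miR-122 inhibitors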
FN deposit inh: fibronectin deposition inhibition. AH1F fibroblasts, Alexa488-fibronectin deposition fluorescence, overnight. inhibition, % at 12.6 µM. 0.086% of 350,000 active;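 active means mean inhibition across replicates of 30% or more, regardless of how many single replicates reach that level; inconclusive means mean under 30% yet at least half of replicates reach 30%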;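 further: positive control wells lacked labelled fibronectin entirely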
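test system = AH1F fibroblasts assembling fluorescent fibronectin matrix | quantity = 10000 AH1F cells per well | buffer or medium = DMEM plus 2% serum, read in PBS | doses = single dose, pinned | incubation = 1 h cell attachment, overnight exposure to compound and label | detection = fluorescence at 485 nm excitation, 525 nm emission | read-out basis = inhibition from reduced deposited-fibronectin fluorescence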
CFTR F508del cor: CFTR F508del correction in bronchial cells | CFBE cells, YFP halide quenching; stimulated with forskolin plus potentiator P3; % fluorescence drop versus neutral controls | activity (quench increase), % at 7.58 µM | 0.36% of 350,000 active | AID 720511;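 active means mean added fluorescence quench of at least 8% versus neutral control, with both replicates also reaching 8%; inconclusive means only one of the mean or replicate conditions met; inactive means mean below 8% and not both replicates reaching 8%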;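 further: cells transiently co-express mutant CFTR-F508del with the halide-sensitive YFP; corrector assay measuring rescue of mutant channel to the surface after 24 h compound exposure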
Numbers without * were called inactive; ? = inconclusive; . = not tested or not shown; [ ] = remark or other dose. No enrichment for hits; about 3.9% have a hit in one of these screens.

Second line of a record – DENV2 CPE rescue	GSIS activator	CFTR F508del cor	PAX8 inh HTS	FN deposit inh	miR122 inh	EWS-Fli block
> CCN1CCN(CCOCCOc2ccccc2)CC1
→ ?	6	-3.9	8	-3	-2	9
> CN(C)/C(=N\S(=O)(=O)c1ccc(F)cc1)c1ccccc1
→ -1	15	-4.8	3	-11	.	-6
> Cc1ccc2[nH]c(C(=O)N/N=C/c3ccc([N+](=O)[O-])cc3)c(C)c2c1
→ 9	-7	1.0	5	-6	5	11
> Cc1ccc(C(C)C)c(OCC(O)CN2CCc3ccccc3C2)c1 (centres undefined)
→ 0	-17	-0.9	37	9	-18	28
> Cc1ccc(S(=O)(=O)NNC(=O)c2cc(C)c(C)cc2N)cc1
→ -7	-20	-1.1	17	2	.	-23
> COCCNC(=O)[C@H]1[C@H](CO)[C@H]2Cn3c(ccc(-c4ccc(F)cc4)c3=O)[C@@H]1N2C(=O)NC(C)C
→ -4	1	3.9	0	-7	4[16.7 µM]	-2
> COC(=O)c1ccc(/C=C2/SC(=S)N(CCCC(=O)Nc3ccc(O)cc3)C2=O)cc1
→ 1	-11	0.3	18	-4	.	.
> CCCN(C)C[C@H]1Oc2cc(C#CCOC)ccc2S(=O)(=O)N([C@H](C)CO)C[C@H]1C
→ 12	-9	4.6	.	-2	1[16.7 µM]	3
> COCC(=O)Nc1ccc2c(c1)OC[C@H](C)N(C(=O)C1CCCC1)C[C@H](C)[C@H](OC)CN(C)C2=O
→ .	-12	1.4	0	-18	-16[16.7 µM]	-4
> CN(Cc1ccccc1)C(=O)COC(=O)Cc1ccc(Cl)cc1
→ 3	-4	-1.4	.	-3	8	4
> COc1ccc(-c2cnc(N)n2CC2CCCO2)cc1 (centres undefined)
→ .	.	.	-10	-1	14	.
> Cc1ccc(S(=O)(=O)N(Cc2cc3ccccc3[nH]c2=O)c2cccc(C)c2)cc1
→ -7	-12	14*	21	7	-2	?
> Cc1noc(C)c1NC(=O)Nc1ccc2c(c1)C(=O)N([C@@H](C)CO)C[C@H](C)[C@H](CN(C)C(=O)Nc1ccc3c(c1)OCO3)O2
→ 8	-2	-2.1	-21	.	-1[16.7 µM]	-8
> C[C@H]1CN([C@@H](C)CO)C(=O)c2cc(NC(=O)Nc3cccc4ccccc34)ccc2O[C@H]1CN(C)CC1CCCCC1
→ ?	-29	-0.9	.	.	-5[16.7 µM]	-7
> C/C=C/c1ccc2c(c1)O[C@@H](CN(C)Cc1ccncc1)[C@H](C)CN([C@@H](C)CO)S2(=O)=O
→ 13	-19	-2.3	.	9	0[16.7 µM]	12
> CCN(CC(=O)Nc1ccc2c(c1)OCCO2)C(=O)/C=C/c1ccccc1
→ 1	6	-1.8	-22	-5	.	-31
> COc1ccc(Nc2nc(C(=O)NCCCN3CCOCC3)cs2)cc1
→ .	.	.	-13	9	1	.
> COc1ccccc1C(CNC(=O)c1ccco1)N1CCCC1 (centres undefined)
→ -16	-1	-1.2	13	1	.	-25
> O=C(CN1C(=O)c2ccccc2C1=O)NCc1ccc(F)cc1
→ 1	-2	1.0	-23	0	-2	4
> Cc1ccc(OCC(=O)N2CC(C)OC(C)C2)c([N+](=O)[O-])n1 (centres undefined)
→ -5	10	1.9	-1	10	.	-2
> CCCC(C)NC(=O)Cc1ccccc1 (centres undefined)
→ 5	0	-1.8	1	-12	.	1
> CCC1CCCCN1C(=O)CSc1nnc(CNC(=O)c2ccco2)o1 (centres undefined)
→ .	.	.	-33	-5	-4	.
> O=C(NC1CCCCC1)c1cc(C2CC2)on1
→ 4	-6	0.2	-75	4	-1	-74
> [N-]=[N+]=NCCN1CCN(Cc2ccccc2)CCC1=O
→ -3	2	-0.7	16	-1	-5	-4
> C[C@H]1CN([C@@H](C)CO)C(=O)CCCn2cc(nn2)CO[C@H]1CN(C)Cc1cccc2c1OCCCO2
→ 7	5	1.7	.	12	-5[16.7 µM]	-12
> Cc1ccc(S(=O)(=O)N(C)C[C@H]2Oc3ccc(NS(C)(=O)=O)cc3CC(=O)N([C@H](C)CO)C[C@H]2C)cc1
→ 3	8	-0.8	-50	-4	13[16.7 µM]	-11
> C[C@@H]1CCCCO[C@@H](CN(C)C(=O)Nc2ccc(C(F)(F)F)cc2)[C@H](C)CN([C@@H](C)CO)C(=O)c2cc(NS(=O)(=O)c3ccccc3)ccc2O1
→ 54*	6	2.4	32	-23	-13[16.7 µM]	26
> O=C1OCCC1Sc1nnc(-c2ccc(Cl)cc2)n1Cc1ccccc1 (centres undefined)
→ .	7	.	4	4	.	.
> Cc1ccc(NC(=O)C(c2ccccc2)C2CCCC2)cc1 (centres undefined)
→ 6	-8	1.4	2	-1	13	-4
> C[C@H](CO)N1C[C@H](C)[C@@H](CN(C)Cc2ccncc2)Oc2ncc(C#CC3CCCCC3)cc2C1=O
→ 5	-17	0.1	.	.	-4[16.7 µM]	-13
> CN1C(=O)c2cc(NC(=O)c3ccc(F)cc3)ccc2OC[C@@H]2O[C@H](CC(=O)O)CC[C@H]21
→ 8	3	1.3	2	-10	-3[16.7 µM]	-2
> COc1ccc(-n2nnnc2SC(C)C(=O)NCC(=O)Nc2ccc(F)c(F)c2F)cc1 (centres undefined)
→ .	-10	.	8	-1	4	.
> CCN(CC)CCN(C(=O)c1ccc(S(=O)(=O)N(C)C2CCCCC2)cc1)c1nc2ccc(OC)cc2s1
→ 3	-34	0.9	-2	.	-6	.
> C[C@@H]1CN([C@H](C)CO)S(=O)(=O)c2ccc(C3=CCCCC3)cc2O[C@@H]1CN(C)C(=O)c1ccncc1
→ 18	-3	0.3	.	-8	-16[16.7 µM]	-2
> O=C(O)c1ccc(-n2nncc2-c2ccco2)cc1
→ 16	17	-1.6	11	-8	-4	-1
> Cc1cc(N)n(-c2ccc(Cl)cc2)n1
→ -3	-5	2.4	14	1	.	13
> COc1ccc(-n2nc(C(=O)NCC(=O)NCC3COc4ccccc4O3)c3ccccc3c2=O)c(OC)c1 (centres undefined)
→ 5	-8	-2.3	24	-1	-2	8
> COc1ccc(CC(=O)NCc2n[nH]c(=S)n2-c2cccc(C)c2)cc1
→ 5	-7	1.7	19	5	.	7
> N#C/C(=C\N1CCOCC1)S(=O)(=O)c1ccc(Cl)cc1
→ 5	-3	1.6	-5	-5	6	2
> CC1CCC(NC(=O)c2ccc3c(c2)OCO3)CC1 (centres undefined)
→ ?	13	2.4	-17	.	0	.
> Cc1ccccc1C(=O)Nc1cccc(-c2cn3ccccc3n2)c1
→ 0	2	1.5	-29	1	8	-68
> O=C(C=Cc1cccs1)c1cccs1
→ 0	0	3.8	-37	4	0	-97
> CC1(c2cccc(Br)c2)NC(=O)N(CC(=O)Nc2ccc3c(c2)OCCO3)C1=O (centres undefined)
→ 12	-12	-1.3	-3	-2	-3	0
> COc1ccc(CN(C)Cc2nc(Cc3cccc(F)c3)no2)c2cccnc12
→ 0	-60	-2.5	35	10	.	6
> COc1cccc(C2NC(=S)N(Cc3ccccc3)C(C)=C2C(C)=O)c1 (centres undefined)
→ -8	-28	0.6	-3	7	.	-4
> COc1ccc(CCn2c(-c3cc([N+](=O)[O-])cc([N+](=O)[O-])c3)nc3nc4ccccc4nc32)cc1OC
→ .	-20	.	0	0	.	.
> C[C@@H]1CN([C@@H](C)CO)C(=O)c2cc(NC(=O)NC3CCCCC3)ccc2O[C@@H](C)CCCCO[C@H]1CN(C)Cc1ccc(Cl)c(Cl)c1
→ -3	7	-1.5	?	.	-2[16.7 µM]	2
> O=C(Cc1cccnc1)N1CC(=O)N2[C@H](CO)[C@@H](c3ccc(/C=C/c4ccccc4)cc3)[C@H]2C1
→ 4	-5	-1.6	-8	7	.	2
> Cc1n[nH]c(=O)c2c(NC(=O)CSc3ncccn3)oc(C)c12
→ -3	4	-0.8	2	4	-1	-2
> CC1CC(C)CN(S(=O)(=O)N2CCCC(C(=O)NCCCN3CCOCC3)C2)C1 (centres undefined)
→ -3	7	2.1	-23	1	-1	.
> O=C(O/N=C(\c1ccccc1)c1ccncc1)c1ccccc1F
→ 0	12	2.0	4	-1	.	-7
> CC1c2cccn2CCN1S(=O)(=O)c1ccccc1 (centres undefined)
→ -6	5	1.8	0	-3	-7	0
> C[C@@H]1CN([C@H](C)CO)C(=O)Cc2cc(NC(=O)Nc3ccc(F)cc3)ccc2O[C@@H]1CN(C)C(=O)Nc1ccc(C(F)(F)F)cc1
→ ?	-23	0.1	3	.	12[16.7 µM]	6
> CO[C@H]1CN(C)C(=O)c2ccc(NC(=O)NC(C)C)cc2OC[C@@H](C)N(Cc2ccccc2)C[C@@H]1C
→ 5	-28	-2.5	.	-3	-24[16.7 µM]	4
> Nc1c(Cl)cc(NC(=O)c2ccccc2C(=O)O)cc1Br
→ .	14	.	2	-1	.	.
> CCc1ccccc1NC(=S)NC1CC2CCC(C1)N2Cc1ccc(F)cc1 (centres undefined)
→ .	3	-1.1	-4	7	.	-6
> C[C@H]1CN([C@@H](C)CO)C(=O)c2cc(NS(=O)(=O)c3cn(C)cn3)ccc2O[C@@H]1CN(C)Cc1ccc2c(c1)OCO2
→ 5	16	-1.7	.	.	-1[16.7 µM]	0
> Cc1ccc(C(=O)N[C@H](C(=O)OCc2nnc(-c3ccccc3)o2)C(C)C)cc1
→ 3	2	-1.9	7	-3	0	-20
> C[C@H]1CN([C@@H](C)CO)C(=O)Cc2cc(NC(=O)Cn3cnnn3)ccc2O[C@@H]1CN(C)S(=O)(=O)c1ccc(F)cc1
→ 3	11	0.2	-19	.	-4[16.7 µM]	-5
> CC(Oc1ccc2c3c(c(=O)oc2c1)CCCC3)C(=O)NCc1ccncc1 (centres undefined)
→ 3	11	-1.6	5	-4	-8	1

Going on with the list.
Second line of a record – DENV2 CPE rescue	GSIS activator	CFTR F508del cor	PAX8 inh HTS	FN deposit inh	miR122 inh	EWS-Fli block
> C[C@H]1CN([C@@H](C)CO)C(=O)c2cc(-c3cccc(C#N)c3)cnc2O[C@@H]1CN(C)C(=O)C1CCCCC1
→ -3	-15	-0.9	16	.	.	2
> COc1ccc2c3c(n(C)c2c1)[C@@H](CO)N(C(=O)CN(C)C)CC31CN(S(C)(=O)=O)C1
→ 4	10	-1.1	.	.	.	0
> C=CCc1c(C)nc(N2CCSCC2)[nH]c1=O
→ -2	.	-2.0	-4	-2	.	5
> COc1cc(C2c3cc4c(cc3OC(NNC(N)=O)C2C)OCO4)cc(OC)c1OC (centres undefined)
→ -4	5	1.5	75*	-15	93	54*

Compound profiles, as listed above. Screens in order: DENV2 CPE rescue, GSIS activator, CFTR F508del cor, PAX8 inh HTS, FN deposit inh, miR122 inh, EWS-Fli block
Entry for COc1ccc2c3c(n(C)c2c1)[C@@H](CO)N(C(=O)CN(C)C)CC31CN(S(C)(=O)=O)C1 = 4, 10, -1.1, ., ., ., 0
Entry for C[C@H]1CN([C@@H](C)CO)C(=O)c2cc(-c3cccc(C#N)c3)cnc2O[C@@H]1CN(C)C(=O)C1CCCCC1 = -3, -15, -0.9, 16, ., ., 2

Bioassay records from PubChem BioAssay.
